High-throughput results (PubChem BioAssay)
KDM5B inh: KDM5B demethylase inhibition; KDM5B demethylase, FDH-coupled NADH fluorescence (FDH is formaldehyde dehydrogenase); Potency, µM (doses to about 57.7 µM), for the others: at the top dose activity change, negative = inhibition, most hits filed as inhibitors; 220,000 compounds, 2.6% hits; active = well fitted inhibition curve with a large enough effect; inconclusive = small, poorly fitted or top-dose-only effect; inactive = no such curve, though single readings can be large or run the other way; note: 0% is about no effect; nearly all actives have a fitted effect of over 70% in size
Target sequence (Q9UGL1 whole entry, looked up): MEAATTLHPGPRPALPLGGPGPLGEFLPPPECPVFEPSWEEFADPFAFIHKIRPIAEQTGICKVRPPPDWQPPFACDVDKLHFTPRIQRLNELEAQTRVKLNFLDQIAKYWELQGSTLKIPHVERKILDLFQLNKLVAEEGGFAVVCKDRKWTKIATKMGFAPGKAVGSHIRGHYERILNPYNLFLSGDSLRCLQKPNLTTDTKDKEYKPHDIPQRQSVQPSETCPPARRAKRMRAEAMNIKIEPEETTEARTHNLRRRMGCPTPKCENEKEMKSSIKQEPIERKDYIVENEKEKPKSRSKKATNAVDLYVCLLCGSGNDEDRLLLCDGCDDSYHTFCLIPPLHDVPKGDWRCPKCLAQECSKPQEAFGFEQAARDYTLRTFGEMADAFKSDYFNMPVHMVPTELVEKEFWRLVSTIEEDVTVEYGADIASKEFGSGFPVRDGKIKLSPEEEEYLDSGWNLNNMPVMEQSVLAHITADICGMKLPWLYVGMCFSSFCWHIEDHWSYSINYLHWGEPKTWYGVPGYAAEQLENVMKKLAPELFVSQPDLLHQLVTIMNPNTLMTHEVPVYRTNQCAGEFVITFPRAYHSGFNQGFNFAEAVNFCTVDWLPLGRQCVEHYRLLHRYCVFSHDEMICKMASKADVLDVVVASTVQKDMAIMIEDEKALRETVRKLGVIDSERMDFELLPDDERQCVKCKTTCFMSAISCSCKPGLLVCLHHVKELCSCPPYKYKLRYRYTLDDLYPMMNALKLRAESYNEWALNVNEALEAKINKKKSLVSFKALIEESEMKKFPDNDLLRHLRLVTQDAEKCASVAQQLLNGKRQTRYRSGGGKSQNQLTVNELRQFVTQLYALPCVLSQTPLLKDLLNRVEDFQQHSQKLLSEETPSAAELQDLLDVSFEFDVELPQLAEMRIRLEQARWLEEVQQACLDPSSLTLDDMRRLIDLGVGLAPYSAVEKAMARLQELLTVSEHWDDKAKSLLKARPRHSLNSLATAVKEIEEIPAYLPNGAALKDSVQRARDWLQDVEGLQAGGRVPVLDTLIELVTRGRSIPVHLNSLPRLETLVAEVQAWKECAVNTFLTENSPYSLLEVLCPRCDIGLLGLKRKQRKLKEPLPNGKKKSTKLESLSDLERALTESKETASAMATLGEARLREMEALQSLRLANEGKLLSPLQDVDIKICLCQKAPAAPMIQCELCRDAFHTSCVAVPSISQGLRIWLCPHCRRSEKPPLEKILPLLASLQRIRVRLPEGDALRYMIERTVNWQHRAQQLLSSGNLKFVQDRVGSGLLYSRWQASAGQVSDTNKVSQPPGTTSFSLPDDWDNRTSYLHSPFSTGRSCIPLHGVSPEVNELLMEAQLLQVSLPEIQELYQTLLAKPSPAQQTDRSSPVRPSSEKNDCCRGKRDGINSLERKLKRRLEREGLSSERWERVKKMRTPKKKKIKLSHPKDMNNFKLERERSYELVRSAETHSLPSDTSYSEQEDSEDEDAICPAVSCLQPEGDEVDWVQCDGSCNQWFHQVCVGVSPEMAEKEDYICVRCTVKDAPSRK
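Inhibition is measured as reduced NADH fluorescence generation from FDH coupling to formaldehyde release. Truncated KDM5BΔAP at 200 nM final acts on H3K4me3 peptide (12.5 µM in substrate mix) in pH 7.5 HEPES buffer with Tween-20, 30 min, room temperature.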
The depositor's hits bear a star; i = inactive; ? = inconclusive; & = joins results of further samples; [ ] = dose if it differs, or a comment. Potency is the fitted concentration of half-maximal effect. Some of the compounds tested; rates above refer to the full screens.

SMILES | KDM5B inh
CC(=O)Nc1cccc(C(=O)N2CC[C@@H](c3sccc3C)[C@H](O)C2)c1 | -2%
Cc1ccc(NC(=O)CC(C)n2ccnc2)cc1Cl (stereo not given) | 10%
CC(Oc1ccc(/C=C(/C#N)c2nc3ccccc3[nH]2)cc1)C(=O)O (stereo not given) | -25%
CC(=O)N(Cc1cc2cccc(C)c2[nH]c1=O)C(C)(C)C | ?
COc1ccccc1CCC(=O)N1CCCC(Nc2ccc(F)cc2)C1 (stereo not given) | -26%
O=C(CN1C(=O)NC2(CCOCC2)C1=O)Nc1ccc2c(c1)OCO2 | 3%
COc1cccc(-c2cc(C(=O)NCC34CCC=C3N(C)C(=O)CC4)[nH]n2)c1 (stereo not given) | -16%
CC1CCc2nc3ccccc3c(C(=O)Nc3ccccc3F)c2C1 (stereo not given) | 5%
Cc1ccc(-c2nnc(C3CN(C(=O)Cc4ccc(F)cc4)CC34CCOCC4)o2)cc1 (stereo not given) | 26%
CCCN1C(=O)Cc2cc(C(=O)NC3CC3)ccc21 | 10%
Cc1ccc(CNC(=O)N2CCc3nnc(C4CC4)n3CC2)cc1 | 22%
Cc1ccccc1NC(=O)CCC1CCCO1 (stereo not given) | -9%
CCn1cc2nc(SCc3cccc(OC)c3)n(Cc3ccc(Cl)cc3)c(=O)c2n1 | ?
COc1ccc(-c2nc3c(c(SCC(=O)N4CCCCC4)n2)Cc2cc(Cl)ccc2O3)cc1 | -5%
CNC(=O)[C@@H]1CN(C(=O)c2nn(C)c3ccccc23)C[C@H]1COC | 17%

The final 7 entries of the part above lead into the next.
SMILES | KDM5B inh
Cc1ccc(-c2nnc(C3CN(C(=O)Cc4ccc(F)cc4)CC34CCOCC4)o2)cc1 (stereo not given) | 26%
CCCN1C(=O)Cc2cc(C(=O)NC3CC3)ccc21 | 10%
Cc1ccc(CNC(=O)N2CCc3nnc(C4CC4)n3CC2)cc1 | 22%
Cc1ccccc1NC(=O)CCC1CCCO1 (stereo not given) | -9%
CCn1cc2nc(SCc3cccc(OC)c3)n(Cc3ccc(Cl)cc3)c(=O)c2n1 | ?
COc1ccc(-c2nc3c(c(SCC(=O)N4CCCCC4)n2)Cc2cc(Cl)ccc2O3)cc1 | -5%
CNC(=O)[C@@H]1CN(C(=O)c2nn(C)c3ccccc23)C[C@H]1COC | 17%
CCn1c(=O)n(CC)c2cc(N3CCCCC3)c(NC(=O)Nc3cc(C)cc(C)c3)cc21 | ?
Cc1ccc(NS(=O)(=O)c2cccc3nsnc23)cc1C | -11%
Cc1ccccc1-c1onc(C)c1C(=O)NCc1ccc(Cl)cc1 | 17%
COc1ccc(Cn2c3c(c(=O)n2Cc2ccccc2)CCN(C(=O)c2cccc(N(C)C)c2)C3)cc1 | -2%
O=C(Cn1c(=O)n(Cc2ccccc2)c(=O)c2sc3ccccc3c21)NCc1ccccc1Cl | -25%
CCC(=O)N1CCc2cc(S(=O)(=O)NCCC(=O)Nc3ccc(OC)c(Cl)c3)ccc21 | 18%
O=C(/C=C/c1cccc(Br)c1)c1ccc(N2CCOCC2)cc1 | 1%
CCc1cn[nH]c1C1CCCN(C(=O)c2ccc(Cn3nnnc3C)cc2)C1 (stereo not given) | 4%
CCOC(=O)CN1C(C(=O)c2ccccc2)=C(OC(=O)C(C)(C)C)c2ccccc2S1(=O)=O | -29%
O=C(Cn1ccn2nc(-c3ccc(F)cc3)c(CO)c2c1=O)NCc1ccccc1 | ?
COc1ccc(CC(=O)NCC(c2ccc(N(C)C)cc2)N2CCOCC2)cc1 (stereo not given) | 8%
COCCNc1nccc(C2(c3ccccc3Cl)CCNCC2)n1 | 22µM*
Cc1ccc(-c2noc(-c3ccc(N4CCCCC4C)c([N+](=O)[O-])c3)n2)cc1 (stereo not given) | -3%
Cc1cnc(CC2CCCN(C(=O)NCC(C)C)C2)n1Cc1ccc(F)cc1 (stereo not given) | -3%
CCOc1ccc(Oc2ccc(NC(=O)Cn3ncc4ccccc4c3=O)cc2)cc1 | 11%
CC1CCN(C(=O)C[C@@H]2O[C@H](CNC(=O)C3CC3)[C@@H](O)[C@H]2O)CC1 | 37%[86.2 µM]
Cn1c(=O)[nH]c(=O)c2c1nc(N/N=C/c1cccnc1)n2Cc1ccc(Cl)cc1 | ?
Cc1cc(C)cc(C(=O)NC2CCN(c3cnn(CC4CC4)c(=O)c3)CC2)c1 | 23%
CN(C)c1nc2c(c(=O)[nH]1)CCN(Cc1cccc(Cl)c1)CC2 | -15%
c1ccc(-c2[nH]ncc2CN2CCc3ccccc3C2)cc1 | 0%
O=[N+]([O-])c1cccc2ccc(/C=C/c3cccc(C(F)(F)F)c3)nc12 | -17%
O=C(COc1ncnc2c(Cl)cc(Cl)cc12)Nc1ccccc1F | -10%
CCCCn1nc(C2CCOCC2)nc1CCC(=O)N(C)C | -10%
CCc1ccc(CNC(=O)c2ccc(-n3c(C)cc4c3CCC(C)C4)cc2)cc1 (stereo not given) | ?
O=S(=O)(NCCO)c1ccc(-c2ccc(S(=O)(=O)NCCO)cc2)cc1 | 15%
CCCCC(CC)C(=O)Nc1ccc(F)c(F)c1 (stereo not given) | 25%
O=C(COc1ccc(Br)cc1)NCCNC(=O)c1ccncc1 | 10%
Cc1cccc(CS(=O)(=O)Cc2ccc(C(=O)NCc3ccc(F)cc3)o2)c1 | -21%
COc1ccc(OC)c(NC(=O)Cn2c(-c3ccccc3)nc(C)cc2=O)c1 | -3%
CCc1ccccc1NC(=O)Cn1nnc(C(=O)NCc2cccc(OC)c2)c1N | 1%
O=C(O)C1=NOC2CN([S+](=O)([O-])C3CCCC3)CC12 (stereo not given) | -22%[149 µM]
O=C(Nc1ccc(N2CCCCC2)cc1)c1nn(-c2ccccc2)c(=O)c2ccccc12 | -14%
COc1ccc2c(c1)CCc1sc(NC(=O)c3ccc(Cl)cc3)nc1-2 | ?
CC(C)CNc1nc(NC(C)(C)C)nc(Oc2ccc(=O)n(-c3ccccc3)n2)n1 | 35%[activator]
O=C(CCc1ncc(-c2ccc(F)cc2F)o1)Nc1ccncc1 | 1%
CCOC(=O)c1cc(C)nc(S(C)(=O)=O)c1C#N | -2%
COC(=O)CC(NC(=O)CN1CCN(c2ccc(F)cc2)CC1)c1cccc(F)c1 (stereo not given) | 13%
CCOC(=O)C(NC(=O)/C=C/c1cc(Cl)c(OC)c(OC)c1)C(=O)OCC | ?
Nc1cc(F)ccc1C(=O)OCc1cccc(Cl)c1 | ?
O=C(NC1CCCCC1)c1cc(Sc2ccccc2Cl)nc2ccccc12 | -12%
CC(C)(C)c1ccc(C(=O)NNC(=S)Nc2ccccc2)cc1 | 1%
O=C(COC(=O)CCNS(=O)(=O)c1ccccc1)Nc1ccc(F)c(Cl)c1 | 5%
CCOc1ccc(CCNC(=O)c2cc3c(s2)-c2c(C)cccc2OC3)cc1 | ?
CCOC(=O)c1c(S(=O)(=O)N2CCC(C(=O)N3CCN(c4ccccc4F)CC3)CC2)c(C)n(C)c1C | 5%
CCC(C)NC(=O)NCCc1noc(-c2ccncc2)n1 (stereo not given) | -11%
CCOc1ccc2c(c1)c(=O)c(S(=O)(=O)c1ccc(F)cc1)cn2CC(=O)Nc1ccccc1C | ?
CCOCCCNC(=O)c1ccc(Cn2c(=O)c3cccn3c3cccnc32)cc1 | ?
CN(C(=O)COc1ccc(F)cc1)C1CCc2nn(CC3CC3)c(=O)n2CC1 (stereo not given) | 16%
Cc1ccccc1-c1nc(CN2CCC(C(=O)NCc3ccc(F)cc3)CC2)c(C)o1 | -13%
CC(C)COc1nc2ccccc2nc1N1CCN(C)CC1 | ?
O=C(O)c1ccccc1NC(=O)N1c2ccccc2Sc2ccccc21 | ?
OCCOCCn1cnc(-c2ccccc2)c1COCc1ccccc1 | -9%
CCCc1noc(CN2C(=O)NC(c3ccccc3OC)C3=C2COC3=O)n1 (stereo not given) | -5%
COC(=O)c1cc(C#N)c(N2CC[C@H](CO)[C@@H](O)C2)nc1C | 25µM*
CC(=O)c1ccccc1NC(=O)Cn1cnc2cc(Cl)ccc2c1=O | -7%
N#Cc1ccc(CN2CCC3(CC2)NCc2ccccc2NC3=O)cc1 | -20%[115 µM]
CC1=C/C(=N/NC(=S)NC2CCCCC2)CC1 | 18%
CC(=O)Nc1cc(-c2ccc(=O)n(C(C)C(=O)Nc3ccc(C)c(C)c3)n2)ccc1C (stereo not given) | 4%
Cc1cccc(CC(=O)N2CCC(Cc3nc(C4CCOCC4)no3)CC2)c1 | -24%
O=S(=O)(O)c1ccc(-c2ncc[nH]2)cc1 | ?

3 neighbouring records from above, quoted:
SMILES | KDM5B inh
CCOc1ccc2c(c1)c(=O)c(S(=O)(=O)c1ccc(F)cc1)cn2CC(=O)Nc1ccccc1C | ?
CCOCCCNC(=O)c1ccc(Cn2c(=O)c3cccn3c3cccnc32)cc1 | ?
CN(C(=O)COc1ccc(F)cc1)C1CCc2nn(CC3CC3)c(=O)n2CC1 (stereo not given) | 16%

(more compounds)
SMILES | KDM5B inh
COc1cc(C)c(CN2CCN3C(=O)CNC(=O)C3C2)cc1C(C)C (stereo not given) | -21%
c1ccc(-c2noc(CSc3nnnn3C3CCCCC3)n2)cc1 | -1%
Cc1noc(C)c1[S+](=O)([O-])N1CCC(N2CCCOC2=O)CC1 | -5%[86.2 µM]
O=C(Nc1c(NC2CCCC2)c2ccccc2oc1=O)C1CC1 | 2%
O=c1c(S(=O)(=O)c2ccccc2)cn(Cc2ccccc2)c2cc(N3CCCC3)c(F)cc12 | -14%
COc1ccc(C(=O)NC(=S)NNC(=O)c2cccc(C)c2)cc1 | ?
O=C(Cn1nc(-c2ccccc2)ccc1=O)NCc1cccnc1 | -2%
CN1CCC([C@@H]2CN(S(=O)(=O)c3ccc4c(c3)CCC4)C[C@H]2C(N)=O)CC1 | 23%
O=C1Nc2ccccc2CC12CN(Cc1cscn1)C2 | 23%[149 µM]
O[C@@H]1C[C@@H](c2nc(-c3ccc4c(c3)OCO4)no2)N(Cc2ccc(-c3ccccn3)cc2)C1 | 25µM*
CN(C)c1ccc(C=Nc2cccc3ccccc23)cc1 | ?
COc1cccc(CNC(=O)C2CCN(C(=O)c3nnn4c3COC(c3ccc(C)cc3)C4)CC2)c1 (stereo not given) | -15%
CC(=O)Nc1ccc(S(=O)(=O)Nc2ccn(Cc3ccccc3Cl)n2)cc1 | -11%
N#CC1CCN(C(=O)C2CN(c3ccccc3)C(=O)N2)CC1 (stereo not given) | 1%[86.2 µM]
c1coc(CNCc2cccc3[nH]ccc23)c1 | -13%
CCC(c1cccs1)N1C(=O)[C@H]2CN(S(=O)(=O)c3cccc(Cl)c3)C[C@H]2C1=O (stereo not given in full) | -4%
CCc1ccc(NC(=O)C(=O)NCC(c2ccc3c(c2)OCO3)N2CCN(C)CC2)cc1 (stereo not given) | 2%&-6%
O=C(/C=C/c1cc2cc(Cl)ccc2o1)NC1CCCC1 | -18%
COc1ccc(-c2ccc3nc(-c4cc(C)cc(C)c4)oc3c2)c(OC)c1OC | i
CN(C)c1nc2c(c(=O)[nH]1)CCN(Cc1cc(Cl)ccc1F)CC2 | 10%
CC(C)NC(=O)c1cccc(NC(=O)CCCC(=O)O)c1 | 16%
CCOC(=O)C(CC)Oc1ccc2c(=O)c(Oc3cccc(C)c3)c(C(F)(F)F)oc2c1 (stereo not given) | -6%
Cc1cc(C)cc(NC(=O)CN2C(=O)CCc3cc(S(=O)(=O)N4CCCCC4)ccc32)c1 | -7%
O=C(NCCOc1ccccc1)c1ccccc1Cl | 35%[activator]
O=[S+]1([O-])NC2(CCN(Cc3ccccn3)CC2)CNc2ccccc21 | -4%
CN(C)C(=O)c1cc(-c2ccc(Cl)nc2)nc2c1cnn2C | ?
COC(=O)c1ccccc1C(=O)N1CCCC(N2CCN(c3ccc(F)cc3)CC2)C1 (stereo not given) | 12%
CN1CCC([C@@H]2CN(S(=O)(=O)c3ccc(Cl)s3)C[C@H]2C(N)=O)CC1 | -1%
NS(=O)(=O)c1ccc(N/N=C/c2ccc(Cl)c([N+](=O)[O-])c2)c([N+](=O)[O-])c1 | 20%
O=C(c1cccnc1)N1CCCC1c1nc(CCOCC2CC2)no1 (stereo not given) | 21%
Cc1nn(CC(C)C)c2sc(C(=O)NCc3ccc(S(=O)(=O)N4CCOCC4)cc3)cc12 | -14%
COCCN1CCC2(CCC1=O)CCN(C(=O)Nc1cc(F)c(F)c(F)c1)CC2 | -12%
COc1ccc(OC)c(NC(=O)C2(CCO)CCN(c3ncccn3)C2)c1 (stereo not given) | ?
Cc1cc2c(cc1NC(=O)c1ccc(C(C)(C)C)cc1)n(C)c(=O)c(=O)n2C | -30%
O=C(CN1CCC(C(=O)N2CCCCCC2)CC1)c1c[nH]c2ccccc12 | -17%
Cc1ccc(C)c(-c2cc3c(=O)n(CCNC(=O)c4cccc(N(C)C)c4)ccn3n2)c1 | 32µM*
COc1ccc(Cn2c(CCC(=O)NCc3ccc(Cl)cc3)nc3cccnc32)cc1 | 0%
Cc1cccc(NC(=O)CN(c2ccc(C(C)C)cc2)S(=O)(=O)c2c(C)nn(C)c2C)c1C | -32%
CCc1ccc(OCc2cc(=O)n3c4c(sc3n2)CCCC4)cc1 | -21%
CNC(=O)c1ccc2c(c1)N(Cc1ccccc1Cl)C(=O)c1ccccc1S2 | -22%
CC(C)NC(=O)CC[C@@H]1CNC(=O)[C@@H]2C[C@H](NCc3cccc(Cl)c3)CN12 | ?

Some of these compounds in order of the KDM5B inh value, lowest first:
SMILES | KDM5B inh
Cc1cccc(NC(=O)CN(c2ccc(C(C)C)cc2)S(=O)(=O)c2c(C)nn(C)c2C)c1C | -32%
COCCN1CCC2(CCC1=O)CCN(C(=O)Nc1cc(F)c(F)c(F)c1)CC2 | -12%
COc1ccc(Cn2c(CCC(=O)NCc3ccc(Cl)cc3)nc3cccnc32)cc1 | 0%
